# Rab2A wt mod = modulators of GTP binding to Rab2A wildtype, primary screen, biochemical, dog, bead-based flow cytometry, multiplex. Ras-related protein Rab-2A (Canis lupus familiaris), P61105. GST-Rab2 wt beads, Bodipy-GTP binding. GTP binding activity, % at 10 µM. actives 0.19% (n = 190,000);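 active = GTP binding activity at least 20 points away from 100%, either lowered or raised; inconclusive = signal likely due to the compound's own green fluorescence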;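 also: 0% = beads with excess unlabeled GTP and 100% = no-compound control corrected for plate trend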
# Avidin bead fluor = green autofluorescence of compounds with avidin beads – biophysical, 488/530 nm, flow cytometry, artefact control, profiling panel; AID 1775, 2009; compound fluorescence 488/530 nm; stronger effect = higher value; actives 0.38% (n = 220,000); fluorescence (KMESF) at 10 µM; in the data active = fluorescence above about 47; also: inactives centre near 10
# ABCG2 inh = ABCG2 efflux pump inhibitors, primary screen, multiplex with ABCB1, IgMXP3 cells, flow cytometry; Broad substrate specificity ATP-binding cassette transporter ABCG2 (Homo sapiens), Q9UNQ0; JC-1 efflux; inhibition, % at 6.6 µM; actives 0.1% (n = 190,000);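 active = inhibition above 80%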;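 also: 0% = DMSO and 100% = nicardipine control wells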
#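 Test system: ABCG2 IgMXP3 and barcoded ABCB1 CCRF-Adr cell mix; Schedule: cells with compound and JC-1, 10 min at 25 °C, rotating, no wash; Technique: flow cytometry of retained JC-1 fluorescence; Measure: % inhibition of efflux relative to nicardipine and DMSO; Controls: nicardipine high and DMSO low controls.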
# ABCB1 inh = ABCB1 efflux pump inhibitors, primary screen, cell-based, multiplex, flow cytometry, ABCG2 counter-screen. ATP-dependent translocase ABCB1 (Homo sapiens), P08183. CCRF-Adr cells, JC-1 efflux. inhibition, % at 6.6 µM. actives 0.067% (n = 190,000); in the data active = inhibition above about 40%;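 also: 0% = vehicle and 100% = reference inhibitor; higher value means more JC-1 retained so stronger ABCB1 efflux block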
# Target sequence (P08183 whole entry, looked up): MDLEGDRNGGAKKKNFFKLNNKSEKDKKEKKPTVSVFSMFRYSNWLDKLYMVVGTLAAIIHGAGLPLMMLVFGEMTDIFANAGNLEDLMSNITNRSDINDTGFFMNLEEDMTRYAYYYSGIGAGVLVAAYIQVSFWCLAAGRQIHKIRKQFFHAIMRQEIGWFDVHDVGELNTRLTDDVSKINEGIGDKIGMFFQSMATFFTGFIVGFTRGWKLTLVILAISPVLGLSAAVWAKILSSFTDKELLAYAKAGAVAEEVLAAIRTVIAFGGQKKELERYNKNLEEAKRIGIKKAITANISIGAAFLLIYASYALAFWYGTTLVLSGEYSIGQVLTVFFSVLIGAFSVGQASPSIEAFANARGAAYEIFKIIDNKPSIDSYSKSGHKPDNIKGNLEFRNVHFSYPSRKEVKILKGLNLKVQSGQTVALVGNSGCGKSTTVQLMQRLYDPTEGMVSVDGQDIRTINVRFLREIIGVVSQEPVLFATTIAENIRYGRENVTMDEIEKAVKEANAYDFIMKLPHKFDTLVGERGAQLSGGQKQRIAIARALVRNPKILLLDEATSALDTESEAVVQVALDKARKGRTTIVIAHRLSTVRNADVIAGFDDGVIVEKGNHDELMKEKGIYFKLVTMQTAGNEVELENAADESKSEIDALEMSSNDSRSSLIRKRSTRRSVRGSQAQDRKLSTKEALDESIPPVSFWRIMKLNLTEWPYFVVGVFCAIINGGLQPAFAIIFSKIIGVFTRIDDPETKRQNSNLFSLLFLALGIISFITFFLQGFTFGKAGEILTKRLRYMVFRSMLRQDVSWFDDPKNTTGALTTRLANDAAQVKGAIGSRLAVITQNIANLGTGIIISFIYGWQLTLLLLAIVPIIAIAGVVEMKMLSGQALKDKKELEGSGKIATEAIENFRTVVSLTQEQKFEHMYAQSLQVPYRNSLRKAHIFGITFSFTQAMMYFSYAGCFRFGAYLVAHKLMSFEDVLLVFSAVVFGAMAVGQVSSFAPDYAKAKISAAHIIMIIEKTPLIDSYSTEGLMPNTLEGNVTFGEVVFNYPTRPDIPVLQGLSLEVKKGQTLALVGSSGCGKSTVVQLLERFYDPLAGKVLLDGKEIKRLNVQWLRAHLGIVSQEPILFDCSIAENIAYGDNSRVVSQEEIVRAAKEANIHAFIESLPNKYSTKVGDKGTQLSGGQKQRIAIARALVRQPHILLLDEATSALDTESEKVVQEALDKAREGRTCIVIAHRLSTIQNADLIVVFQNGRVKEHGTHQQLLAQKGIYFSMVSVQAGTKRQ
# Mcl1-Noxa inh = Mcl-1/Noxa binding inhibitors, primary screen, biochemical, TR-FRET, 1536-well; Induced myeloid leukemia cell differentiation protein Mcl-1 (Homo sapiens), Q07820; TR-FRET Mcl-1/Noxa peptide binding, 2 h; inhibition, % at 21.7 µM; actives 1.5% (n = 220,000);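 active = compounds that cut the protein-peptide binding signal by more than 50% relative to plate controls in a single-dose test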;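 also: His-tagged Mcl-1 with rhodamine Noxa BH3 peptide and terbium anti-His antibody; 0% = Mcl-1 plus Noxa peptide wells and 100% = peptide-only wells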
# Cdc42 wt = modulators of GTP binding to wildtype Cdc42, primary screen, biochemical, multiplex bead flow cytometry, Bodipy-GTP; actives 0.2% (n = 190,000); percent activity (GTP binding), % at 10 µM; GST-Cdc42 beads; actives lie on both sides; AID 761, 2007;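 active = percent activity GTP binding at least 20 points away from the 100% baseline, either down as inhibitor or up as activator; inconclusive = compound flagged as likely green fluorescent from well-wide comparison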;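 also: median bead fluorescence of bound Bodipy-FL-GTP at 100 nM; 0% = excess unlabeled GTP control and 100% = no compound control; below 100% means less GTP binding so inhibitor and above means activator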
# Rac1 mut GTP = GTP binding modulators of activated mutant Rac1, primary screen, biochemical, bead-based flow cytometry, multiplex, fluorescent GTP; percent activity (GTP binding), % at 10 µM; actives 0.11% (n = 190,000); Ras-related C3 botulinum toxin substrate 1 (Homo sapiens), P63000; GST-Rac1 activated beads; actives lie on both sides; 100% means binding = to untreated wells;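 active = GTP binding at least 20 percentage points away from the 100% baseline, in either direction, so actives lie on both sides; inconclusive = Compound likely fluorescent itself, or too few beads counted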
# Pf gamet viab = late stage P. falciparum gametocyte viability inhibitors, primary screen, ATP luminescence, HTS. inhibition, % at 10.9 µM. AID 743093, 2013. P. falciparum stage V gametocytes, 24 h. actives 0.065% (n = 150,000);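 active = inhibition above the mean plus 3 SD of compounds within the control limits, set per campaign, cut at about 38% in these data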;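 also: 0% = DMSO wells and 100% = medium only without gametocytes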
# Rac1 wt modul = wildtype Rac1 GTP binding modulators, primary screen, biochemical, GST-Rac1 beads, flow cytometry, multiplex. actives 0.27% (n = 190,000). fluorescent GTP binding; actives lie on both sides; 0 = cold GTP competed, 100 = untreated. AID 757, 2007. GTP binding activity (% of control), % at 10 µM. Ras-related C3 botulinum toxin substrate 1 (Homo sapiens), P63000;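 active = GTP binding activity at least 20 points away from the 100% control level, either lower or higher; inconclusive = compound flagged as likely green fluorescent, judged across all proteins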
# Rab7 wt GTP bind = modulators of GTP binding to Rab7, primary screen, biochemical, wildtype, multiplex bead flow cytometry; Rab7 GTPase wild type (dog), Bodipy-FL-GTP binding; GST-Rab7 beads, fluorescent GTP binding; actives lie on both sides; untreated = 100%, excess cold GTP = 0%; GTP binding activity (percent of control), % at 10 µM; actives 0.055% (n = 190,000); AID 758, 2007;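 active = fluorescent GTP binding to Rab7 beads changed by at least 20 points from the 100% baseline, either direction, mostly lower; inconclusive = compound itself probably fluorescent, or too few beads counted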;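 also: median green fluorescence of bound Bodipy-FL-GTP per Rab7 bead population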
# HRas wt GTP = modulators of GTP binding to HRas wildtype, primary screen, biochemical, bead-based flow cytometry, multiplex; GTPase HRas (Homo sapiens), P01112; GST-Ras wt beads, Bodipy-FL-GTP binding; actives lie on both sides; GTP binding activity, % at 10 µM; actives 0.14% (n = 190,000);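 active = GTP binding activity at least 20% away from the 100% baseline, either lowered as inhibitor or raised as activator; inconclusive = flagged as likely green fluorescent, judged across all proteins in the well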;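 also: 0% = unlabeled GTP competition control and 100% = no-compound control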
# The depositor's hits bear a star; ? = inconclusive; · = no result given. Random draw from the library; overall some 2.3% were active at least once.
molecule	Rab2A wt mod	Avidin bead fluor	ABCG2 inh	ABCB1 inh	Mcl1-Noxa inh	Cdc42 wt	Rac1 mut GTP	Pf gamet viab	Rac1 wt modul	Rab7 wt GTP bind	HRas wt GTP
COc1ccc(N2CCN(CCNC(=O)Nc3ccc(Cl)cc3)CC2)cc1	98.0	4	4.2	0.9	11.4	100.0	99.0	·	102.0	98.0	99.0
Cc1cc(-c2ccccc2)nc(Oc2ccc(C(C)(C)C)cc2)c1S(C)(=O)=O	98.0	11	0.1	-0.4	7.4	99.0	98.0	-1.2	105.0	101.0	101.0
COc1ccc(N2CCN(CCCn3c(=S)[nH]c4ncccc4c3=O)CC2)cc1	100.0	12	9.8	1.4	-38.5	103.0	99.0	6.5	106.0	103.0	100.0
CCC(C)NC(=O)N[C@@H](CCSC)C(=O)OC (stereo not given in full)	106.0	9	0.9	0.0	5.2	103.0	100.0	·	105.0	104.0	105.0
C#CCNC(=O)C1=C[C@H](c2ccc3c(c2)OCO3)C[C@H](OCc2ccc(CO)cc2)O1	96.0	5	0.8	0.3	16.0	97.0	94.0	·	98.0	103.0	96.0
Fc1ccc(N=c2ssnc2Cl)c(F)c1	101.0	7	-4.7	-1.6	-5.5	99.0	94.0	-4.1	100.0	105.0	99.0
Cc1ccc(/C=N/NC(=O)CSc2nc3ccccc3o2)cc1	97.0	6	16.4	-2.5	-24.1	94.0	95.0	-10.1	103.0	97.0	96.0
CC1(C)NC(=O)N(CCCCOc2ccc(Cl)cc2C=O)C1=O	95.0	11	17.1	1.4	7.0	93.0	94.0	-1.9	95.0	97.0	95.0
CN(C(=S)NC1CCCCC1)C1(c2ccccc2Cl)CCCCC1=O (stereo not given)	99.0	23	9.5	0.5	-9.6	103.0	99.0	16.2	104.0	99.0	101.0
O=C(COCc1nc2ccccc2c(=O)[nH]1)NC1CCCC1	94.0	6	6.7	0.8	-6.8	99.0	96.0	-31.5	99.0	91.0	96.0
Cn1c(=O)c2c(nc(Br)n2CCCc2ccccc2)n(C)c1=O	?	13	1.4	0.2	-2.7	?	?	-22.0	?	?	?
O=C(CCn1cnnn1)Nc1ccccc1	97.0	9	4.2	2.7	12.6	98.0	95.0	8.8	95.0	95.0	97.0
Cc1nnc(SCC(=O)c2cc(C)n(-c3ccc4c(c3)OCO4)c2C)s1	99.0	10	17.2	0.9	-3.0	98.0	98.0	·	101.0	99.0	100.0
S=c1[nH]nc(-c2cccnc2)n1/N=C/c1ccc(Br)s1	97.0	5	-15.6	-5.7	41.1	97.0	97.0	-2.2	100.0	101.0	96.0
CN1CC=C2C(C#N)=C(N)C(C#N)(C#N)[C@H](c3cccs3)[C@H]2C1	98.0	4	4.2	0.3	10.6	98.0	99.0	·	100.0	97.0	97.0
Cc1c(C(=O)NCCCN2CCOCC2)sc2nc(-c3ccccc3)cn12	101.0	22	3.6	0.1	5.6	105.0	100.0	·	104.0	103.0	101.0
Cc1ccsc1/C=N/NC(=O)CNC(=O)c1ccc(S(=O)(=O)N2CCOCC2)cc1	103.0	10	1.7	0.3	-1.7	99.0	96.0	·	101.0	107.0	100.0
CS(=O)(=O)N1CCC(C(=O)Nc2ccc(OCc3ccccc3)cc2)CC1	101.0	9	1.2	0.2	-6.0	101.0	97.0	·	103.0	104.0	102.0
CO/N=C/C(C#N)=C/c1cc(C(=O)c2ccccc2)cn1C	89.0	16	31.8	2.6	-14.9	90.0	96.0	-14.2	90.0	88.0	89.0
CCOC(=O)CC1CCCCN1Cc1cn[nH]c1-c1ccc(F)cc1F (stereo not given)	100.0	4	19.3	1.9	12.6	99.0	99.0	3.9	101.0	103.0	99.0
CCOC(=O)CC1C(=O)NCCN1C(=O)c1c(F)cccc1F (stereo not given)	100.0	11	-0.3	0.3	0.3	102.0	102.0	·	103.0	104.0	101.0
COc1ccc(NS(=O)(=O)c2cc(C)ccc2OC)cc1OC	97.0	17	2.0	1.9	-0.1	100.0	99.0	-10.4	103.0	100.0	97.0
Cc1cccc(CCNC(=O)CCS(=O)(=O)c2ccc(Br)cc2)c1	101.0	7	6.5	-0.5	2.4	103.0	101.0	3.4	101.0	93.0	100.0
COC(=O)C1C(O)=CC(=O)CC1C (stereo not given)	100.0	6	-9.5	0.0	13.1	98.0	97.0	·	101.0	100.0	99.0
CCOC(=O)C1=C(C)OC(N)=C(C#N)C1c1cc(Cl)c(OCC(N)=O)c(OC)c1 (stereo not given)	96.0	15	1.3	-0.1	3.2	96.0	96.0	·	99.0	97.0	98.0
O=C(/C=C/c1cccc([N+](=O)[O-])c1)NC(=S)Nc1cccc(NC(=O)c2ccccc2Cl)c1	97.0	4	-17.2	-5.2	18.7	98.0	100.0	·	103.0	98.0	100.0
Cc1ccc(CS(=O)(=O)CCC(=O)NCCCOC(C)C)cc1	100.0	10	-0.8	0.4	-2.2	101.0	98.0	·	104.0	100.0	101.0
CCN(CC)CCCNc1nc(-c2ccccc2)nc2ccccc12	100.0	5	10.0	4.9	21.6	101.0	101.0	·	106.0	101.0	104.0
CCCC1(C)NC(=O)c2ccccc2O1 (stereo not given)	98.0	10	0.3	-0.1	-14.4	98.0	98.0	14.4	99.0	102.0	100.0
O=C(O)c1cc(=O)c2c(OCC(O)COc3cccc4oc(C(=O)O)cc(=O)c34)cccc2o1	100.0	8	-1.1	-0.1	10.3	103.0	102.0	·	98.0	97.0	99.0
C=CCn1c(Cc2csc(N)n2)nnc1SCc1ccc(C(=O)OC)cc1	103.0	21	10.0	0.7	-17.3	109.0	107.0	7.1	110.0	103.0	103.0
Cc1c(NC(=O)c2coc(=O)c(Br)c2)c(=O)n(-c2ccccc2)n1C	108.0	19	1.9	0.3	10.1	106.0	98.0	·	102.0	106.0	106.0
O=C(Nc1ccccc1N1CCOCC1)c1ccc(Cl)c(S(=O)(=O)NCc2ccco2)c1	103.0	13	0.3	1.1	15.9	98.0	101.0	-1.4	102.0	99.0	102.0
COc1cc(OC)cc(-c2cc3nc(C)c(CCC(=O)O)c(=O)n3[nH]2)c1	94.0	15	-2.7	-2.3	5.2	98.0	96.0	·	95.0	96.0	96.0
Cc1ccc2cc(CN(CCN3CCOCC3)C(=O)NCc3ccccc3)c(=O)[nH]c2c1C	97.0	8	3.4	0.6	7.3	101.0	99.0	·	100.0	95.0	99.0
CN(C)CCCOc1nc2c(c(=O)n(C)c(=O)n2C)n1C	100.0	7	0.0	-0.7	16.0	100.0	100.0	·	102.0	101.0	101.0
CN(C)S(=O)(=O)c1ccc(-c2cn3ccccc3n2)cc1	99.0	14	4.5	-0.9	-5.6	101.0	98.0	·	102.0	99.0	101.0
Cc1c(NC(=O)C(C)OC(=O)/C=C/c2ccc3c(c2)OCO3)c(=O)n(-c2ccccc2)n1C (stereo not given)	97.0	12	-1.3	-1.0	13.0	92.0	93.0	·	91.0	97.0	96.0
Cc1nn(C)c(C)c1S(=O)(=O)N(CC(=O)N1CCc2ccccc21)c1ccc(C(C)C)cc1	99.0	7	9.9	2.9	7.8	102.0	100.0	·	103.0	102.0	100.0
Cc1cccc(NC(=S)N/N=C/c2ccc(Cl)c([N+](=O)[O-])c2)c1	102.0	12	4.3	1.2	10.2	100.0	99.0	-16.6	103.0	102.0	99.0
OCC1(Cc2ccccc2C(F)(F)F)CCN(Cc2cccc3cnccc23)CC1	97.0	9	5.0	2.1	18.0	97.0	95.0	8.5	97.0	96.0	96.0
O=C(Nc1ccc(N2CCOCC2)cc1)c1cn2ccccc2n1	95.0	5	0.9	0.3	·	95.0	94.0	·	91.0	92.0	94.0
COC(=O)CC(=O)CSc1nc2c(cc1C#N)CCC2	96.0	31	0.8	0.0	24.7	97.0	95.0	·	97.0	97.0	99.0
CC(C)C[C@H](NC(=O)c1nc[nH]c1C(=O)NCCCCCNC(=O)OC(C)(C)C)C(=O)OC(C)(C)C	95.0	7	11.5	2.9	-39.9	94.0	94.0	-3.0	96.0	95.0	94.0
CCN(CC)c1ccc(CNc2nc3ccccc3n2CCN2CCOCC2)cc1	99.0	9	15.7	3.0	33.6	100.0	99.0	-0.7	102.0	99.0	99.0
CCCC(=O)Nc1ccc(C(=O)N/N=C/c2ccc[nH]2)cc1	99.0	14	6.2	-0.1	32.4	104.0	100.0	14.1	103.0	101.0	101.0
Cc1ccn(C(=O)c2ccc(NC(=O)C3CC3)cc2)n1	97.0	11	3.9	0.4	-2.4	96.0	98.0	7.1	103.0	96.0	98.0
CNC(=O)c1[nH]cnc1C(=O)N[C@@H](C)C(=O)OC(C)(C)C	93.0	7	2.4	0.1	-3.9	97.0	95.0	-70.0	99.0	95.0	97.0
CCOC(=O)c1cnc2c(C)c(Cl)ccc2c1Nc1ccc(S(=O)(=O)Nc2ncccn2)cc1	94.0	14	1.3	0.2	20.4	97.0	96.0	·	98.0	98.0	96.0
CCOc1ccccc1NC(=O)c1cc(C(=O)c2cc(Br)ccc2O)coc1=N	96.0	11	-0.5	-0.3	-13.4	94.0	96.0	·	96.0	108.0	97.0
COc1cc(/C=C/C(=O)OCC(=O)N2CCCCCC2)ccc1OCC#N	98.0	10	7.0	0.5	2.6	95.0	97.0	-0.9	103.0	106.0	101.0
Cc1sc2ncnc(SCC(=O)NC3CC3)c2c1C	99.0	8	9.6	-0.6	3.1	101.0	99.0	·	102.0	99.0	100.0
O=S1(=O)CC(N2CCCCC2)C(N2CCCCC2)C1 (stereo not given)	101.0	31	6.8	0.8	5.4	99.0	98.0	-14.1	104.0	101.0	101.0

# Bioassay records (PubChem BioAssay)
